Screens: PubChem BioAssay, National Center for Advancing Translational Sciences (NCATS)
DRD3 antagonist – qHTS of D3 Dopamine Receptor Antagonist: qHTS | D(3) dopamine receptor (Homo sapiens), P35462 | D3R cells, DiscoveRx beta-arrestin luminescence, antagonist mode; stronger effect = lower value | max response, negative = inhibition, % | 360,000 tested, 2.5% active | AID 652054, 2013; in the data active = max response below about -50%; inconclusive = no clear call, values can overlap the other calls; also: % is scaled to controls: 0 for no effect and ±100 for the full control effect; mostly tested at two doses, the higher about 12 µM
Target sequence (P35462 whole entry, looked up): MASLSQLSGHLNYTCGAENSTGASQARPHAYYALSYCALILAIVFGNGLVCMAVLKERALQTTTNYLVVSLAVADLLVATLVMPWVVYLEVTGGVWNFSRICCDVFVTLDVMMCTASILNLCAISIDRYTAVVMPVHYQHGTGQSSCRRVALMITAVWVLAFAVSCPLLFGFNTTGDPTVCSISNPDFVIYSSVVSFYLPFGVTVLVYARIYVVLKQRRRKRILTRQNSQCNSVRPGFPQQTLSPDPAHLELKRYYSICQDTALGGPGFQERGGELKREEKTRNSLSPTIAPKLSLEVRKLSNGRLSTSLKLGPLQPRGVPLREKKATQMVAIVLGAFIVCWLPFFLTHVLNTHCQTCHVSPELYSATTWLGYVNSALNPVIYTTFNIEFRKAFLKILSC
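Cells expressing the human receptor were seeded at 1500 cells/well, incubated overnight at 37 degrees C in 5% CO2, then exposed to library compounds with dopamine controls for 90 minutes at 37 degrees C before luminescent detection.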
HT1080 IDH1KD tx – qHTS for induction of synthetic lethality in tumor cells producing 2HG: qHTS for the HT-1080-IDH1KD cell line; Potency, µM (highest dose often 46.1 µM), for inactives: top-dose activity, negative = toxicity, actives largely listed as cytotoxic; HT-1080 IDH1 knockdown viability, ATP luminescence, 48 h; 360,000 tested, 2% active;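 also: potency is read from the fitted curve at half-maximal effect; 0% = DMSO wells and -100% = cell-free medium wells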
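After a 2 h attachment period, IDH1KD HT-1080 cells took pin-transferred compound for 48 h at 37 °C; ATP-based luminescence after 10 min room-temperature reagent incubation reported viability.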
DRD3 agonist – qHTS of D3 Dopamine Receptor Agonist: qHTS | D(3) dopamine receptor (Homo sapiens), P35462 | D3R DiscoveRx beta-arrestin cells, luminescence, 90 min | max activation, % | 410,000 tested, 0.58% active; in the data active = max activation above about 30%; also: 0% is about no effect; mostly tested at two doses, the higher about 12 µM
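Cells at 1500/well, incubated overnight, then treated with pinned compounds (dopamine as control) for 90 min at 37 degrees C. DiscoveRx reagent added for 30 - 60 minutes at room temperature; luminescence read.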
KB-V1 cytotox – qHTS assay for MDR1-selective chemotherapeutics: Primary screen using the drug-selected MDR subline cells KB-V1; KB-V1 MDR cells viability, CellTiter-Glo, 72 h; Potency, µM (titrated, usually from 46.1 µM), for inactives: at the highest dose activity change, negative = cytotoxicity, actives largely listed as cytotoxic; 400,000 tested, 3.4% active; AID 1347076, 2019; also: potency is read from the fitted curve at half-maximal effect; % is scaled to controls: 0 for no effect and ±100 for the full control effect; nearly all actives have a fitted effect of over 60% in size
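KB-V1 MDR subline cells in DMEM (phenol-red free, 10% FBS) exposed to compounds in qHTS concentration series for 72 h at 37 degrees C. Viability read by CellTiter-Glo luminescence; concentration-effect curves fitted after normalization and correction.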
GLP1R ag – qHTS of GLP-1 Receptor Agonists; AID 624172, 2012; 380,000 tested, 0.007% active; Glucagon-like peptide 1 receptor (Homo sapiens), P43220; HEK293 GLP-1R CRE-luciferase, luminescence, 4-6 h; cells express a hypersensitive GLP-1R form; Potency, µM (top dose mostly 45.6 µM), for inactives: top-dose activation, most hits filed as activators; also: potency is read from the fitted curve at half-maximal effect; % of control where 0% means no effect
Target sequence (P43220 whole entry, looked up): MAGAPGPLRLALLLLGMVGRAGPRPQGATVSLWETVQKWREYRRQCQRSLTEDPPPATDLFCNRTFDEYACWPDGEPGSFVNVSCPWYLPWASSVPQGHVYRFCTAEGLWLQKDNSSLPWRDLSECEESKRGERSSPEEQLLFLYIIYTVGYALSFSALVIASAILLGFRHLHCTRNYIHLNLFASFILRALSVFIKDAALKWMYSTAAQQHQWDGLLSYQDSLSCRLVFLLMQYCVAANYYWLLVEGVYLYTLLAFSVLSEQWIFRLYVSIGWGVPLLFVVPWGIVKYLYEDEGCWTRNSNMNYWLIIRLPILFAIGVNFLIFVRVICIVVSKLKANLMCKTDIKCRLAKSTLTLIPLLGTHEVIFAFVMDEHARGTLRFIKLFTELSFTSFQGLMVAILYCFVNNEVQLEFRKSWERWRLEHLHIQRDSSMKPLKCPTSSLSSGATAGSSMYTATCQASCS
KB-3-1 cytotox – qHTS assay for MDR1-selective chemotherapeutics: Primary screen using the parental adenocarcinoma cell KB-3-1. 400,000 tested, 1.4% active. Potency, µM (titrated, usually from 46.1 µM), without a hit: at the top dose activity change, negative = cytotoxic, hits mostly cytotoxic. KB-3-1 viability, CellTiter-Glo ATP luminescence, 72 h; also: potency is read from the fitted curve at half-maximal effect; % is scaled to controls: 0 for no effect and ±100 for the full control effect; nearly all actives have a fitted effect of over 60% in size
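Viability of parental KB-3-1 cells, measured by CellTiter-Glo luminescence, followed a 72 h incubation at 37 °C with pinned compounds in phenol-red-free DMEM containing 10% FBS.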
IL-1B inflam inh – qHTS for Inhibitors of Inflammasome Signaling: IL-1-beta AlphaLISA Primary Screen. 360,000 tested, 4.7% active. THP-1 LPS/ATP IL-1B secretion, AlphaLISA, 16 h; stronger effect = lower value. activity change, % at 57.5 µM; in the data active = activity change below about -50%; inconclusive = mostly about -30% to -49%; also: % is scaled to controls: 0 for no effect and ±100 for the full control effect
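THP-1 cells pretreated 1 hr with compounds (up to 57.5 uM final), then stimulated with LPS (250 ng/mL final) plus ATP (1.25 mM final); secreted IL-1B measured by AlphaLISA after 16 hr, decreased signal indicating inhibition.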
HT1080NT lethal – qHTS for induction of synthetic lethality in tumor cells producing 2HG: qHTS for the HT-1080-NT fibrosarcoma cell line; HT-1080-NT fibrosarcoma viability, CellTiter-Glo ATP luminescence, 48 h; AID 686970, 2013; 360,000 tested, 1.6% active; Potency, µM (doses to about 46.1 µM), for inactives: at the top dose activity, negative = less viability, actives largely listed as cytotoxic;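 also: NT is the 2HG producing partner of a matched IDH1 knockdown line; potency is read from the fitted curve at half-maximal effect; 0% = DMSO-treated cells and -100% = media-only wells without cells; nearly all actives have a fitted effect of over 55% in size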
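Viability of the 2HG-overproducing fibrosarcoma line after 48 hours of compound exposure at 37 degrees C was determined by luminescence with CellTiter-Glo, and concentration-effect curves were then fitted and categorized.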
SW480 rereplic – A quantitative high throughput screen for small molecules that induce DNA re-replication in SW480 colon adenocarcinoma cells. SW480 DNA re-replication, Hoechst DNA content imaging, 48 h. Potency, µM (highest dose often 46.1 µM), inactives show at the highest dose re-replication activation, hits mostly activators. AID 624297, 2012. 340,000 tested, 1.8% active; also: potency is read from the fitted curve at half-maximal effect; % of control where 0% means no effect; nearly all actives have a fitted effect of over 55% in size
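Image-based DNA-content assay: after two days of treatment, nuclei were labelled with the DNA dye Hoechst and imaged, and hits were compounds raising the count of nuclei showing high fluorescence intensity.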
Active calls of the source: *; ? = inconclusive; · = no result given; & = joins results of further samples; [ ] = remark or other dose. Unless noted, calls follow the shape of the dose curve; as a rule, active = well fitted curve in the direction sought with a large enough effect; inconclusive = small, poorly fitted or top-dose-only effect, or another doubt; inactive = no such curve, though single readings can be large; an effect the other way counts as inactive or inconclusive.

Below each compound – DRD3 antagonist, HT1080 IDH1KD tx, DRD3 agonist, KB-V1 cytotox, GLP1R ag, KB-3-1 cytotox, IL-1B inflam inh, HT1080NT lethal, SW480 rereplic
COc1ccc(/C=N/OCc2ccc(Br)cc2)c(OC)c1
→ 10, 11%, 8, -11%, 11%, 1%, -19, 23%, -10%
COc1ccc(C(=O)Nc2cccc(OCc3cc(=O)n4c5c(sc4n3)CCCC5)c2)cc1
→ ·, ·, 1, -13%, 0%, 10%, ·, ·, ·
COc1ccc2nccc(C(N)=O)c2c1
→ 17, -3%, 10, -2%, -3%, -23%, 12, 7%, 0%
CCCOc1ccc2c(=O)c(N3C(=O)c4ccccc4C3=O)c(C)oc2c1
→ -9, -4%, -3, -1%, -2%, 6%, -4, -7%, -7%
COC(=O)c1c(C)[nH]c(C)c1-c1ccccc1
→ 87, 6%, 2, 1%, -4%, 4%, 6, 6%, -9%
CC(C)Oc1ccccc1OCCN(C)C
→ -17, 11%, -9, -18%, -3%, -7%, 5, 29%, 2%
COc1ccc(CC(=O)Nc2nc(-c3cccnc3)cs2)cc1
→ -12, 2%, -10, -15%, -12%, 2%, 17, 3%, ?
CCOC(=O)c1c(CSc2ccc(C)cc2)oc2ccc(O)cc12
→ 18, ?, 2, -18%, 5%, -22%, 3, ?, 11%
O=S(=O)(c1ccc(Br)s1)N1CCN(c2ccnc3cc(Cl)ccc23)CC1
→ 5, ?, 4, ?, 10%, -8%, ·, -19%, -30%
CC1=C(C(N)=O)C(c2cccnc2)n2nc(-c3cccc(Cl)c3)nc2N1 (stereo not given)
→ 3, -2%, 4, 15%, 8%, ?, -11, -3%, -1%
Cc1cc(C(=O)NCc2ccc(S(N)(=O)=O)cc2)c(C)o1
→ -13, -3%, -5, 16%, 4%, 3%, 2, 0%, -19%
O=C(Cc1ccccc1)Nc1cc2c(cc1Cl)OCCCO2
→ 24, 11%, -6, 7%, 7%, 2%, -7, 9%, 0%
Cc1cc[n+](CC(=O)N2CCCc3ccccc32)cc1
→ -66*, 0%, -26, 7%, -1%, 20%, 0, 9%, -27%
CCOC(=O)c1nnn(-c2nonc2-n2cccc2)c1-c1cccc([N+](=O)[O-])c1
→ -14, -11%, -5, -24%, -5%, -11%, -2, 1%, 19%
C=CCNC(=S)NNC(=O)c1ccccc1
→ -2, 15%, -5, 19%, -11%, 5%, -11, 13%, 2%
CC(=O)Nc1nc(NC(=O)/C=C/c2ccccc2)n(-c2ccccc2)n1
→ -72*, ?, -11, -27%, -2%, ?, 37, -4%, 17%
O=C1N=c2ccc(Br)cc2=C1c1sc(=S)n(NS(=O)(=O)c2ccccc2)c1O
→ ?, -23%, -6, 16%, 5%, 22%, 18, ?, 5%
CN(CC(=O)NCC(=O)Nc1ccc(F)cc1)C1CCS(=O)(=O)C1 (stereo not given)
→ 2, 10%, 0, -3%, -6%, 1%, 0, 6%, -9%
COc1ccccc1OCc1ccc(C(=O)NCc2cccnc2)o1
→ -13, 0%, 1, -17%, 4%, 18%, -2, -14%, 0%[9.22 µM]
O=C(Nc1ccc(S(=O)(=O)N2CCCCC2)cc1)C1CCCCC1
→ -4, -9%, -5, -6%, 13%, 12%, 4, -2%, 24%
Cc1cc(=O)c(C(=O)Nc2cccc(C(=O)NC3CC3)c2)nn1-c1ccccc1
→ 15, 6%, 3, 17%, 2%, 30%, -10, 8%, ·
O=C(COC(=O)c1cccc2c1C(=O)c1ccccc1C2=O)NC1CCCCC1
→ 67, ?, 2, 21µM*, 27%, 15%, -132*, ?, -6%
Cc1cccn2c(=O)c3cc(C#N)c(=N)n(CCCN4CCOCC4)c3nc12
→ -24, -1%, -10, -24%, 3%, ?, -4, 1%, 4.1µM*
Cn1nc(C(F)(F)F)c(-c2ccccc2)c1N
→ -12, 0%, -17, ?, 19%, -20%, ·, 5%, -9%
COc1ccc(N2CC(C(=O)NCCS(=O)(=O)N3CCN(c4ccccc4)CC3)CC2=O)cc1 (stereo not given)
→ 4, 4%, 3&-4, ?, -3%, 18%, 3, 5%, -6%
CCCCN(C)C(=O)c1cn(-c2cccc(OC)c2)c(=O)c2ccccc12
→ 11, 13%, 6, 22%, -1%, -3%, 18, 17%, 0%
CC(C)(C)NC(=O)C(c1ccncc1)N(C(=O)Cn1nnc(-c2ccc(F)cc2)n1)c1ccc(F)cc1 (stereo not given)
→ 17, 0%, 0, -6%, -2%, -4%, -26, 3%, 5%
C/C=C/c1cccc(-c2nc(C(=O)NC3CCCC3)cc3c2[C@@H](CCO)N(S(=O)C(C)(C)C)C3)c1 (stereo not given in full)
→ 0, 2%, -1, 2%, 8%, 0%, -4, -13%, ·
CNC(=O)CSc1nc(SC)ns1
→ -1, -2%, 2, 1%, 2%, -5%, 0, 13%, ?
COc1cccc(Nc2nc(C(N)C(C)C)cs2)n1 (stereo not given)
→ 11, -13%, 0, -26%, -4%, ?, ·, ?, ·

Compound profiles, from the list above. Screens in order: DRD3 antagonist	HT1080 IDH1KD tx	DRD3 agonist	KB-V1 cytotox	GLP1R ag	KB-3-1 cytotox	IL-1B inflam inh	HT1080NT lethal	SW480 rereplic
`Cc1cc[n+](CC(=O)N2CCCc3ccccc32)cc1` across the screens: -66*	0%	-26	7%	-1%	20%	0	9%	-27%
`COc1ccccc1OCc1ccc(C(=O)NCc2cccnc2)o1` across the screens: -13	0%	1	-17%	4%	18%	-2	-14%	0%[9.22 µM]
`COc1ccc2nccc(C(N)=O)c2c1` across the screens: 17	-3%	10	-2%	-3%	-23%	12	7%	0%

The list goes on:
compound | DRD3 antagonist | HT1080 IDH1KD tx | DRD3 agonist | KB-V1 cytotox | GLP1R ag | KB-3-1 cytotox | IL-1B inflam inh | HT1080NT lethal | SW480 rereplic
O=c1c2ccccc2nc2n1CCN2Cc1ccc(Cl)cc1 | -2 | -23% | 14 | 4.6µM* | 10% | 16µM* | -78* | ? | -13%
Cn1c(=O)c2c(nc(NCC3CCCC(CN)C3)n2Cc2ccc(Cl)cc2Cl)n(C)c1=O (stereo not given) | 9 | -29% | 0 | ? | -1% | ? | 13 | ? | 4.1µM*
COc1ccc(S(=O)(=O)N(C)CC(=O)NCCC2=CCCCC2)cc1 | -2 | 3% | -2 | -12% | 5% | 3% | -4 | 10% | -1%
CC(C)C(=O)NC(=S)Nc1ccccc1C(=O)Nc1ccccc1 | ? | 0% | -17 | 13% | -1% | 1% | 31 | 0% | -8%
CC(C)OC(=O)/C(=C\c1cccc2ccccc12)NC(=O)c1ccccc1 | -11 | -12% | 0 | ? | 14% | 20% | -79* | 9% | -20%
CC(C)CNC(=O)c1ccccc1NC(=O)Nc1ccccc1 | 30 | 5% | 0 | -16% | -8% | 2% | -6 | -10% | -5%
CC1CN(C(=O)CCC(=O)NCCCN2C(C)CCCC2C)c2ccccc2O1 (stereo not given) | 19 | 3% | -6 | 1% | -6% | 5% | -18 | 5% | -3%
Cc1cc(NC(=O)CCNS(=O)(=O)c2cc(Br)cnc2N)ccc1Br | -51* | ? | -4 | -9% | -2% | -8% | -12 | ? | 8%
CCC12CN3CCN(CC(C3)/C1=N\NC(=O)c1ccc(C(C)(C)C)cc1)C2 | 5 | 7% | 2 | -30% | -7% | -4% | 0 | -2% | 0%
COCCCNC(=O)c1csc([C@@H]2C[C@H](O)[C@@H](CO)O2)n1 | 3 | 0% | 13 | 22% | 2% | 0% | 13 | 7% | ·
CC(C)(C)NC(=O)C(c1ccncc1)n1c(=O)c(-c2ccccc2)nc2ccccc21 (stereo not given) | 3 | 19% | 0 | -31% | · | 7% | -9 | 11% | ·
O=C(c1ccc2c(=O)n3c(nc2c1)CCC3)N1CCN(S(=O)(=O)c2ccccc2Br)CC1 | -2 | 1% | 1 | 2% | -4% | 3% | -15 | 1% | 1%
COc1cc(C(=O)OCC(=O)Nc2cc(C)on2)ccc1OCc1ccccc1Cl | -14 | -14% | 7 | -15% | -1% | 2% | -16 | -11% | 10%
COc1ccccc1NC(=S)NCCc1ccc(S(N)(=O)=O)cc1 | 8 | 10% | 4 | 9% | 0% | 2% | 46 | -1% | -20%
COC(=O)c1ccccc1NC(=O)COC(=O)c1ccco1 | ? | 2% | 3 | 7% | 3% | 0% | 9 | 5% | -4%
Cc1ccc(CNC(=O)CSc2nnc3n2CCCCC3)cc1 | -21 | 8% | -6 | ? | -5% | 0% | -1 | -3% | 2%

In the list so far, three contain an aryl thioether with sulfur outside any ring.
compound | DRD3 antagonist | HT1080 IDH1KD tx | DRD3 agonist | KB-V1 cytotox | GLP1R ag | KB-3-1 cytotox | IL-1B inflam inh | HT1080NT lethal | SW480 rereplic
CCOC(=O)c1c(CSc2ccc(C)cc2)oc2ccc(O)cc12 | 18 | ? | 2 | -18% | 5% | -22% | 3 | ? | 11%
CNC(=O)CSc1nc(SC)ns1 | -1 | -2% | 2 | 1% | 2% | -5% | 0 | 13% | ?
Cc1ccc(CNC(=O)CSc2nnc3n2CCCCC3)cc1 | -21 | 8% | -6 | ? | -5% | 0% | -1 | -3% | 2%
